# tim10-1 inh: growth inhibitors of tim10-1 mutant yeast, primary screen, luminescence, uHTS; S. cerevisiae tim10-1 ts strain growth, BacTiter-Glo, 24 h; inhibition, % at 20 µM; hit rate 2.2% among 330,000; AID 463190, 2010;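 active = inhibition of at least 40%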;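 note: mutant grown at 25 °C; 0% = DMSO wells with yeast and 100% = wells holding no yeast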
# TIM10 inh: growth inhibitors of isogenic TIM10 control yeast, primary screen, counter-screen for tim10-1 yeast inhibitor project, luminescence, uHTS. S. cerevisiae TIM10 strain growth, BacTiter-Glo luminescence, 24 h. inhibition, % at 10 µM. hit rate 1.4% among 330,000. AID 463195, 2010;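 active = inhibition of 40% or more at the single tested concentration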;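 note: wild-type TIM10 isogenic control strain grown at permissive 25 °C; 0% = DMSO yeast wells and 100% = minimal medium wells without yeast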
# mIAP block: inhibitors of mouse IAP, primary screen, biochemical, luminescence, uHTS; purified mouse IAP, CDP-Star luminescence, 30 min; inhibition, % at 10 µM; hit rate 0.2% among 330,000;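 active = inhibition of at least 40% at 10 µM in the primary screen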;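 note: plate controls were DMSO with enzyme for no effect and no enzyme wells for full effect; values of inactives mirror those of a sister screen read the other way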
# hIAP activ: human IAP activators, primary screen, biochemical, luminescence, uHTS; Intestinal-type alkaline phosphatase (Homo sapiens), P09923; purified human IAP, CDP-Star luminescence, 30 min; active compounds read high; 1 = vehicle-only enzyme, 0 = enzyme-free background; activation factor at 10 µM; hit rate 0.16% among 330,000; AID 2524, 2010;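 active = activation factor of the enzyme at least 2-fold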; note: the source names both 10 and 20 µM as test concentration; values of inactives mirror those of a sister screen read the other way
# Target sequence (P09923 whole entry, looked up): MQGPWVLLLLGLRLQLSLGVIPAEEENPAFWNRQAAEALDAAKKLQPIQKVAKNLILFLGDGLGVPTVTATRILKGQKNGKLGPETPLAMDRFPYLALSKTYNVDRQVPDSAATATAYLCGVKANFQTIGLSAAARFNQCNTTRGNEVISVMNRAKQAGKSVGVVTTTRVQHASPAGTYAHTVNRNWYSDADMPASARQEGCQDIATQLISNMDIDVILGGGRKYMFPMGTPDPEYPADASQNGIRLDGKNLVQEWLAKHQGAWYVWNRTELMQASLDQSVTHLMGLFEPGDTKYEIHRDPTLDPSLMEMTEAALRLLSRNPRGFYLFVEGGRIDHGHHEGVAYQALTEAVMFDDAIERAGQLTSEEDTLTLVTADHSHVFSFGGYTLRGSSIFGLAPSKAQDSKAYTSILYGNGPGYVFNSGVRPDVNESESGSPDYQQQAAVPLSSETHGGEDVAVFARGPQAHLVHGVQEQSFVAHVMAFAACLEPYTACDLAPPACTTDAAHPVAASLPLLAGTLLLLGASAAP
# hIAP block: human IAP inhibitors, primary screen, biochemical, luminescence, uHTS; Intestinal-type alkaline phosphatase (Homo sapiens), P09923; purified IAP, CDP-Star luminescence, 30 min; inhibition, % at 10 µM; hit rate 0.12% among 330,000; AID 2544, 2010;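 active = inhibition reaching a set limit with compound at 10 µM in the primary screen, cut at about 35% in these data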;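 note: plate controls were DMSO wells with enzyme for no effect and no-enzyme buffer wells for full effect; values of inactives mirror those of a sister screen read the other way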
# mIAP activ: activators of mouse IAP, primary screen, biochemical, luminescence, uHTS; muIAP, CDP-Star luminescence, 30 min; active compounds read high; 1 = vehicle-only enzyme signal, 0 = enzyme-free wells; activation factor at 10 µM; hit rate 0.24% among 330,000; AID 2805, 2010;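 active = activation factor of at least 2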; note: the source names both 10 and 20 µM as test concentration; values of inactives mirror those of a sister screen read the other way
#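 also added = chemiluminescent substrate CDP-Star | test system = mouse IAP enzyme | signal = chemiluminescence readout | compound = DMSO-dissolved test compounds | incubation = 30 min at room temperature | benchmarks = DMSO wells, no-enzyme wells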
# ATG4B inh: ATG4B protease inhibitors, primary screen, biochemical, fluorescence, uHTS | ATG4B cleavage of LC3-PLA2, NBD-HPC fluorescence, 1 h | AID 504462, 2011 | inhibition, % at 8.33 µM | hit rate 0.51% among 340,000 | Cysteine protease ATG4B (Homo sapiens), Q9Y4P1; in the data active = inhibition above about 40%
# Target sequence (Q9Y4P1 whole entry, looked up): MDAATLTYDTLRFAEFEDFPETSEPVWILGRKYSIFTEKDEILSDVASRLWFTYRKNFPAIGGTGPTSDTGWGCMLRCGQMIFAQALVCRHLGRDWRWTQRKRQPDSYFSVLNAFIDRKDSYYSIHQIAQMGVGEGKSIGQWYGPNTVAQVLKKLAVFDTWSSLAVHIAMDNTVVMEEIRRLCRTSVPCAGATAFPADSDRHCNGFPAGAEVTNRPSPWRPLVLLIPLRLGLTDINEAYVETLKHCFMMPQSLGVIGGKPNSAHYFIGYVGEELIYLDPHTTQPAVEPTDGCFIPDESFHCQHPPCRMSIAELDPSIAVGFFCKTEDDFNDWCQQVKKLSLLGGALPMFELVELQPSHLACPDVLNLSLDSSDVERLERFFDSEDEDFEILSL
# NALP3 yeast inh: NALP3 inflammasome inhibitors in reconstituted yeast, primary screen, luminescence, uHTS; Yeast reconstituted NLRP3/ASC/caspase-1, beta-gal luminescence, 24 h; inhibition, % at 10 µM; hit rate 0.39% among 330,000; AID 2825, 2010;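 active = inhibition of 50% or more; inactive = inhibition below 50%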;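 note: plate controls were induced DMSO wells for no effect and uninduced yeast grown without galactose for full effect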
# Apaf1 inhib: inhibitors of human Apaf-1 apoptosome, primary screen, biochemical, DEVD-Rh110 fluorescence, uHTS. reconstituted apoptosome caspase-3 activity. inhibition, % at 20 µM. hit rate 0.71% among 330,000. AID 489030, 2010; active = inhibition of at least 40% at 20 µM;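 note: plate controls were DMSO wells for no effect and DEVD-CHO caspase inhibitor wells for full effect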
#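 Material: cell-free apoptosome with Apaf-1, procaspase-3 and caspase-9; Buffer or medium: Hepes pH 7.5 with detergent and BSA; Reagent: cytochrome c trigger plus (Z-DEVD)2-Rh110 caspase-3 substrate; Times: compound with Apaf-1, dATP, procaspase-3 30 min, then 50 min reaction, room temperature; Technique: Rh110 fluorescence intensity.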
# An asterisk follows results filed as active; · = no result given.
entry	smiles	tim10-1 inh	TIM10 inh	mIAP block	hIAP activ	hIAP block
1	COC(=O)C1=C(C)NC(=S)N(C(C)=O)C1c1ccc(OC)c(OC)c1 (centres undefined)	14	-3	12	1.1	-6
2	COc1ccc(C2C3=C(NCCN=C3c3ccccc3)C(=O)N2c2ccccc2)c(OC)c1 (centres undefined)	-10	6	-9	0.84	16
3	O=C1NCCN1Cc1cccc(Cl)c1	-5	-3	-1	1	0
4	Cc1ccc(S(=O)(=O)N=C2SCCCS2)cc1	16	1	-5	1.1	-6
5	NC(=O)c1snnc1-c1ccccc1	-15	-20	11	0.84	16
6	Cc1cc(=O)oc2cc(OC(C)C(=O)NCCCN3CCCC3=O)c(Cl)cc12 (centres undefined)	11	-6	5	1	-2
7	COc1cc(OC)cc(C(=O)NCC(=O)OC2CCCCC2=O)c1 (centres undefined)	-26	4	-4	0.82	18
8	COCCOc1ccc(C(F)(F)F)cc1NC(=O)COC(=O)c1cc([N+](=O)[O-])ccc1N1CCOCC1	18	19	16	0.81	19
9	CCOC(=O)c1nn(-c2ccccc2)c(=O)cc1OCC(=O)Nc1cc(C)ccc1OC	7	7	-2	1.1	-10
10	CCOC(=O)NCc1ccc(S(=O)(=O)Nc2ccccc2C)cc1	18	8	-2	1	-3
11	Cc1cccc(NC(=O)CN2CCN(C(=O)c3oc4c(Cl)cccc4c3C)CC2)c1C	21	12	-4	1	-5
12	CC(=O)NCCc1nc2ccccc2n1CCOc1ccccc1C	0	1	-2	0.95	4

entry	mIAP activ	ATG4B inh	NALP3 yeast inh	Apaf1 inhib
1	0.88	-6	-6	-18
2	1.1	1	12	-7
3	1	0	9	-1
4	1.1	0	27	2
5	0.89	1	23	-1
6	0.95	-6	7	-4
7	1	-2	2	-4
8	0.84	-2	18	15
9	1	-8	14	-57
10	1	-2	13	-9
11	1	3	8	70*
12	1	-8	3	-24

# Other entries follow.
entry	smiles	tim10-1 inh	TIM10 inh	mIAP block	hIAP activ	hIAP block
13	O=C(NNc1cccc(Cl)n1)Nc1ccc(Cl)cc1	8	-4	-8	1.1	-12
14	Cc1sc2ncn3cnnc3c2c1C	0	4	9	0.89	11
15	COc1cc(C2C(C#N)=C(N)Oc3cc(O)ccc32)cc(OC)c1OC (centres undefined)	-9	4	-1	1.1	-14
16	CCOc1ccc(/C=N/NC(=O)C(OC)c2ccccc2)cc1 (centres undefined)	0	6	9	0.98	2
17	Cc1ccccc1OCC(=O)Nc1ccc(S(=O)(=O)N2CCOCC2)cc1	37	19	-6	1	-4
18	Cc1ccc(-n2[nH]c(C)c(C=Nc3ccc(S(=O)(=O)N4CCOCC4)cc3)c2=O)c(C)c1	15	6	-4	0.86	14
19	CCCCn1c(=O)n(C)c(=O)c2c(C(F)(F)F)cc(-c3ccncc3)nc21	11	22	1	1.3	-26
20	O=C(O)c1cccnc1SC1CC(=O)N(CCc2ccccc2)C1=O (centres undefined)	11	-2	9	0.98	2
21	CCOC(=O)C1=C(C)N(CCCC(=O)O)C(=O)NC1c1ccccc1Cl (centres undefined)	1	8	-5	0.93	7
22	Nc1nnc(SCc2coc(-c3ccc(Cl)cc3)n2)s1	15	3	-1	0.78	22
23	CC1CN(C(=O)CCC(=O)N2CCCCC2)c2cc(Cl)ccc2O1 (centres undefined)	25	17	8	1	-2
24	NS(=O)(=O)c1ccc(N2CCN(C(=O)C3COc4ccccc4O3)CC2)nc1 (centres undefined)	-24	-7	-6	0.99	1

entry	mIAP activ	ATG4B inh	NALP3 yeast inh	Apaf1 inhib
13	1.1	-1	12	16
14	0.91	2	1	-4
15	1	1	-11	-3
16	0.91	-1	7	3
17	1.1	-8	13	11
18	1	·	18	3
19	0.99	-10	-3	13
20	0.91	10	3	-17
21	1	4	14	-3
22	1	-4	16	1
23	0.92	1	11	0
24	1.1	-2	16	2

# (continued)
entry	smiles	tim10-1 inh	TIM10 inh	mIAP block	hIAP activ	hIAP block
25	COc1cccc(CNC(=O)CNS(=O)(=O)c2ccc(Br)s2)c1	-2	-11	-1	1.3	-30
26	Cc1ccc(NC(=O)CSc2n[nH]c(-c3cccnc3)n2)c(Br)c1	-7	-13	2	0.93	8
27	CCCCOCCCN1CC(=O)N2C(C)c3[nH]c4ccccc4c3C[C@H]2C1=O (some centres undefined)	33	10	0	1.1	-7
28	Cc1cc(C)n2nc(SCC(=O)c3cc(C)n(CC4CCCO4)c3C)nc2n1 (centres undefined)	22	15	-16	1	-4
29	Cc1ccc(/C=c2\sc3nc(-c4cccs4)nn3c2=O)o1	13	9	28	1	0
30	C/C(=N\NC(=S)NC1CCCCC1)c1ccc(O)cc1	32	49*	-13	1.1	-11
31	O=C(CN1C(=O)COc2ccccc21)N(CCCN1CCOCC1)CC1CC=CCC1 (centres undefined)	12	6	-6	1.1	-12
32	CC(Oc1ccc(Br)cc1)C(=O)NC1CCCCCC1 (centres undefined)	6	-1	7	1	-4
33	CCOC(=O)c1c(NC(=O)CSc2nnc(Cc3ccccc3)o2)sc(C(C)=O)c1C	17	13	6	0.91	9
34	CC(=O)C1=C(C)Nc2ncnn2C1c1ccccc1Cl (centres undefined)	-6	0	-3	0.84	16
35	O=C(CCn1c(=O)oc2cc(Cl)ccc21)Nc1ccc(N2CCOCC2)cc1	11	8	3	1	0
36	CC(=O)c1cccc(NC(=O)c2ccccc2N(C)S(=O)(=O)c2ccc(C)cc2)c1	9	-10	4	0.84	16

entry	mIAP activ	ATG4B inh	NALP3 yeast inh	Apaf1 inhib
25	1	-1	-8	5
26	0.98	-1	-1	-4
27	0.99	-7	16	14
28	1.2	-1	-3	2
29	0.72	0	16	9
30	1.1	3	-5	7
31	1.1	3	11	-2
32	0.93	9	29	5
33	0.94	1	13	-1
34	1	9	19	-10
35	0.97	5	1	2
36	0.96	-9	14	-1

# Additional entries follow.
entry	smiles	tim10-1 inh	TIM10 inh	mIAP block	hIAP activ	hIAP block
37	CCc1ccc(NC(=O)C(C)OC(=O)/C=C/c2ccc(O)c(OC)c2)cc1 (centres undefined)	2	-2	-2	1	-4
38	Nc1ccccc1C(=O)NC1CCCCNC1=O (centres undefined)	4	0	-16	1.1	-10
39	CCc1ccccc1NC(=O)CNC(=O)c1cc(C2CC2)nc2c1cnn2C(C)C	3	-8	-1	0.93	7
40	Cc1cc2oc3c(c(=O)c2cc1C)C(c1ccc(C(C)C)cc1)N(CCCN1CCOCC1)C3=O (centres undefined)	14	2	5	1	0
41	CC(=O)c1ccc(NC(=O)CSC2=NS(=O)(=O)c3cc(Cl)ccc3N2)cc1	8	-5	2	0.9	10
42	COc1ccccc1CCNC(=O)C1CCC(=O)N(C2CCCCCC2)C1 (centres undefined)	5	-2	1	1.2	-18
43	Fc1cccc(CN2CCN3CCCC3C2C2CCCCC2)c1 (centres undefined)	-15	-3	1	0.77	23
44	CCOCCc1nn2c(=O)cc(CSCC(=O)Nc3cc(C)cc(C)c3)nc2s1	-11	5	0	1.2	-17
45	CC(=O)c1ccc(N2CCN(C(=O)c3ccco3)C(C)C2)c(F)c1 (centres undefined)	6	-2	4	1	0
46	COc1ccccc1NC(=O)CSc1nnc(-c2ccoc2C)n1CC1CCCO1 (centres undefined)	21	1	-6	0.94	6
47	CC(=O)Nc1ccccc1Nc1nc(NCCO)nc(N2CCCC2)n1	-2	0	-6	0.99	1
48	COC(=O)N/N=C\C=C\c1ccc2c(c1)OCO2	-9	1	6	0.93	7

entry	mIAP activ	ATG4B inh	NALP3 yeast inh	Apaf1 inhib
37	1	-12	26	5
38	1.2	-2	1	5
39	1	-1	6	1
40	0.95	-2	9	-1
41	0.98	-13	5	-9
42	0.99	-5	13	-7
43	0.99	-8	21	15
44	1	4	3	-2
45	0.96	2	3	9
46	1.1	1	-3	5
47	1.1	-14	4	-7
48	0.94	6	21	-8

# More results
entry	smiles	tim10-1 inh	TIM10 inh	mIAP block	hIAP activ	hIAP block
49	CC(C)=CCN1CCN(C/C(Cl)=C/c2ccccc2)CC1CCO (centres undefined)	-15	6	10	0.89	11
50	CCN1CCN(c2ncnc3c2c(-c2ccccc2)cn3-c2ccc(F)cc2)CC1	12	22	-11	1	-1
51	COC(=O)c1ccc2nc(C)cc(Nc3ccccc3C)c2c1	9	-10	0	0.96	4
52	COc1ccc(NC(=O)Cn2nnc(-c3ccc(CN4CCOCC4)cc3)n2)c(OC)c1	17	9	4	1.2	-18
53	Cn1c(SCC(=O)NNC(=O)c2ccccc2O)nnc1-c1ccccc1	8	5	24	1.9	-93
54	N#C/C(=C\c1ccc(F)cc1)C(=O)Nc1ccccn1	7	3	-1	1.1	-10
55	CC(=O)c1ccc(N2CCN(C(=O)/C=C/c3ccc(S(=O)(=O)N4CCOCC4)cc3)CC2)cc1	14	3	-8	1.1	-7
56	NC(=O)Cn1cnc2c(nnn2-c2ccc(F)cc2)c1=O	21	12	2	1.2	-21
57	COc1ccc(-n2ncc3c(=O)n(CC(=O)Nc4ccc(S(=O)(=O)N5CCOCC5)cc4)cnc32)cc1	6	11	6	0.91	9

entry	mIAP activ	ATG4B inh	NALP3 yeast inh	Apaf1 inhib
49	0.9	-10	28	-7
50	1.1	8	31	10
51	1	-2	22	-12
52	0.96	-6	2	-14
53	0.76	5	16	0
54	1	3	-13	-1
55	1.1	-7	26	2
56	0.98	12	6	7
57	0.94	-1	-12	1

# Eight entries from above, reformatted:
nr	SMILES	tim10-1 inh	TIM10 inh	mIAP block	hIAP activ	hIAP block	mIAP activ	ATG4B inh	NALP3 yeast inh	Apaf1 inhib
50	CCN1CCN(c2ncnc3c2c(-c2ccccc2)cn3-c2ccc(F)cc2)CC1	12	22	-11	1	-1	1.1	8	31	10
51	COC(=O)c1ccc2nc(C)cc(Nc3ccccc3C)c2c1	9	-10	0	0.96	4	1	-2	22	-12
52	COc1ccc(NC(=O)Cn2nnc(-c3ccc(CN4CCOCC4)cc3)n2)c(OC)c1	17	9	4	1.2	-18	0.96	-6	2	-14
53	Cn1c(SCC(=O)NNC(=O)c2ccccc2O)nnc1-c1ccccc1	8	5	24	1.9	-93	0.76	5	16	0
54	N#C/C(=C\c1ccc(F)cc1)C(=O)Nc1ccccn1	7	3	-1	1.1	-10	1	3	-13	-1
55	CC(=O)c1ccc(N2CCN(C(=O)/C=C/c3ccc(S(=O)(=O)N4CCOCC4)cc3)CC2)cc1	14	3	-8	1.1	-7	1.1	-7	26	2
56	NC(=O)Cn1cnc2c(nnn2-c2ccc(F)cc2)c1=O	21	12	2	1.2	-21	0.98	12	6	7
57	COc1ccc(-n2ncc3c(=O)n(CC(=O)Nc4ccc(S(=O)(=O)N5CCOCC5)cc4)cnc32)cc1	6	11	6	0.91	9	0.94	-1	-12	1
